HKDC1 inhibitor = HKDC1 (human) hexokinase inhibition; recombinant HKDC1, G6PDH/diaphorase resazurin coupled fluorescence; inhibition, % at 20 µM; AID 493160; Q2TB90; actives 0.16% (n = 340,000);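 active = inhibition above about 35% when tested at 20 µM, limit read from the data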;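 note: plate controls were DMSO wells with enzyme for no effect and DMSO wells lacking enzyme for full effect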
Target sequence (Q2TB90 whole entry, looked up): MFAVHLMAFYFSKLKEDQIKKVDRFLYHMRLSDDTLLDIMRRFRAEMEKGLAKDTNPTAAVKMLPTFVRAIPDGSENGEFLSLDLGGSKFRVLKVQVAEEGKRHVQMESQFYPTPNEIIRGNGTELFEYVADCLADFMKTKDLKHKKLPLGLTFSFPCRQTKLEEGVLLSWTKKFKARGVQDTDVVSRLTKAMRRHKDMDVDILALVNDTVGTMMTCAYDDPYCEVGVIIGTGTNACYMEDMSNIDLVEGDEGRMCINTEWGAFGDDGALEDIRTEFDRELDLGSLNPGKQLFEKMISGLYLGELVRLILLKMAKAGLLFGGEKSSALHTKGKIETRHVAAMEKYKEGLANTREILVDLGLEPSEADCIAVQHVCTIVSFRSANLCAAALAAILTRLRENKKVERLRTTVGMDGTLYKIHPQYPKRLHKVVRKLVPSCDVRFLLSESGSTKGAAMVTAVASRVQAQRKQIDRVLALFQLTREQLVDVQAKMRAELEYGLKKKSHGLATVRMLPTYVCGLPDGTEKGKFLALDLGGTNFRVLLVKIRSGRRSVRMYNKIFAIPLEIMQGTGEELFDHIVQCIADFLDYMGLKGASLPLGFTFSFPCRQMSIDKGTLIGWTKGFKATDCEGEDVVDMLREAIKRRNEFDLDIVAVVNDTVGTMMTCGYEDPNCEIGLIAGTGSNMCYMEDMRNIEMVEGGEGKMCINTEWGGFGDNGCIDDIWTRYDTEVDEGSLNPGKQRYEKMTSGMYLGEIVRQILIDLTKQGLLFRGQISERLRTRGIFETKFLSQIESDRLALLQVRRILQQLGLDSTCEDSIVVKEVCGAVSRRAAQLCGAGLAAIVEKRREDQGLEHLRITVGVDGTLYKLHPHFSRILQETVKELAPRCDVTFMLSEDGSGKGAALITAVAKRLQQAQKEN
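Test system: recombinant HKDC1 (HK5) hexokinase enzyme, produced in-house / Doses: 20 µM test compound, 1% DMSO / Timing: 90 min, room temperature / Detection: G6PDH/diaphorase-coupled fluorescence, 1 mM NADP, 100 µM resazurin, 525/613 nm / Control set: DMSO wells with and without enzyme mix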
mIAP act = increases mouse intestinal alkaline phosphatase activity. muIAP, CDP-Star luminescence, 30 min; stronger effect = higher value; 1 = vehicle-only enzyme signal, 0 = enzyme-free wells. activation factor at 10 µM. actives 0.24% (n = 330,000);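 active = activation factor of at least 2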; note: the source names both 10 and 20 µM as test concentration; values of inactives mirror those of a sister screen read the other way
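also added = chemiluminescent substrate CDP-Star | test system = mouse IAP enzyme | signal = chemiluminescence readout | compound = DMSO-dissolved test compounds | incubation = 30 min at room temperature | benchmarks = DMSO wells, no-enzyme wells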
hIAP inh = human IAP inhibition; purified IAP, CDP-Star luminescence, 30 min; inhibition, % at 10 µM; P09923; AID 2544; actives 0.12% (n = 330,000);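 active = inhibition reaching a set limit with compound at 10 µM in the primary screen, cut at about 35% in these data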;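 note: plate controls were DMSO wells with enzyme for no effect and no-enzyme buffer wells for full effect; values of inactives mirror those of a sister screen read the other way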
hIAP act = increases human intestinal alkaline phosphatase activity | purified human IAP, CDP-Star luminescence, 30 min; stronger effect = higher value; 1 = vehicle-only enzyme, 0 = enzyme-free background | activation factor at 10 µM | actives 0.16% (n = 330,000) | AID 2524;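 active = activation factor of the enzyme at least 2-fold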; note: the source names both 10 and 20 µM as test concentration; values of inactives mirror those of a sister screen read the other way
A3A deaminase = blocks human APOBEC3A ssDNA deamination; P31941; recombinant A3A, FAM/TAMRA ssDNA deamination fluorescence; inhibition, % at 20 µM; actives 0.41% (n = 330,000); AID 493011;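 active = at least 40% inhibition at 20 µM here, with at most 30% in a related deaminase screen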;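 note: plate controls were A3A with DMSO for no effect and wells lacking A3A enzyme for full effect; some results filed as inactive read as strong as hits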
Target sequence (P31941 whole entry, looked up): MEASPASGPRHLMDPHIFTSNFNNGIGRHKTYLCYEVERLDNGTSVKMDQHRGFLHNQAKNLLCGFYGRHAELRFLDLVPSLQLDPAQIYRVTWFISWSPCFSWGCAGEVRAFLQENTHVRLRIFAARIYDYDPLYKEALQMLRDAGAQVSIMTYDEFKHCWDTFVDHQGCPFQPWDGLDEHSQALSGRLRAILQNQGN
mIAP inh = mouse IAP inhibition; purified mouse IAP, CDP-Star luminescence, 30 min; inhibition, % at 10 µM; actives 0.2% (n = 330,000);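 active = inhibition of at least 40% at 10 µM in the primary screen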;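 note: plate controls were DMSO with enzyme for no effect and no enzyme wells for full effect; values of inactives mirror those of a sister screen read the other way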
PfGluPho inh = PfG6PD (Plasmodium falciparum) enzyme inhibition | PfGluPho enzyme, NADPH resazurin-diaphorase fluorescence | inhibition, % at 20 µM | actives 0.78% (n = 350,000);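 active = inhibition reaching at least a set limit at 20 µM in the primary screen, cut at about 59% in these data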;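 note: 0% = DMSO wells with substrate and 100% = DMSO wells lacking glucose-6-phosphate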
ATG4B inh = inhibitors of human ATG4B cysteine protease. Q9Y4P1. ATG4B cleavage of LC3-PLA2, NBD-HPC fluorescence, 1 h. inhibition, % at 8.33 µM. actives 0.51% (n = 340,000). AID 504462; in the data active = inhibition above about 40%
Active calls of the source: *.

SMILES | HKDC1 inhibitor | mIAP act | hIAP inh | hIAP act | A3A deaminase | mIAP inh | PfGluPho inh | ATG4B inh
c1coc(-c2nc3nc4ccccc4nc3n2CC2CCCO2)c1 (configuration not stated) | 3 | 0.96 | 9 | 0.91 | -5 | 4 | 22 | -1
CCOc1ccc(S(=O)(=O)NCCC(=O)N2CC=C(c3ccccc3)CC2)cc1 | 9 | 0.98 | 8 | 0.92 | -4 | 2 | 7 | -2
Cc1ccccc1-c1cc(C(=O)Nc2nc3c(s2)CCCC3)c2ccccc2n1 | 4 | 0.79 | 18 | 0.82 | 0 | 22 | 13 | -1
Cc1ccc(S(=O)(=O)Nc2nc(-c3ccccc3)cs2)cc1 | 1 | 0.92 | -1 | 1 | -8 | 8 | 13 | 2
COC(=O)c1ccccc1NC(=O)C(C)c1ccc([N+](=O)[O-])cc1 (configuration not stated) | 7 | 1 | -14 | 1.1 | -4 | -5 | 13 | -7
COc1ccc(N2CCN(C(=O)Cn3cncn3)CC2)cc1 | -2 | 1.2 | -13 | 1.1 | -9 | -24 | 7 | 4
CN(C)CCCN(C(=O)c1ccco1)c1nc2cc3c(cc2s1)OCO3 | -6 | 1 | -13 | 1.1 | -1 | -3 | -13 | 5
COCCNCCOc1ccccc1-c1ccccc1 | -1 | 1.1 | -4 | 1 | -4 | -11 | -1 | 0
CCn1c(CN2CCOCC2)nnc1SCC(=O)Nc1ccc(C)cc1 | -4 | 0.98 | 10 | 0.9 | 1 | 2 | 1 | 12
Fc1ccccc1N1CCN(C2CCCN(Cc3cccc(C(F)(F)F)c3)C2)CC1 (configuration not stated) | -2 | 0.99 | -33 | 1.3 | -1 | 1 | 1 | 7
O=C(c1cc(-c2ccc(O)cc2)on1)N1CCc2ccccc2C1 | -2 | 0.94 | 0 | 1 | 0 | 6 | -17 | 23
CCc1ccc(N2CC(C(=O)NCc3ccc4c(c3)OCO4)CC2=O)cc1 (configuration not stated) | -2 | 0.96 | 22 | 0.78 | -2 | 4 | 5 | -13
CC(=NCc1ccco1)c1c(C(F)(F)F)[nH]n(-c2nc3ccccc3s2)c1=O | 2 | 0.97 | -14 | 1.1 | -1 | 3 | 8 | -1
CCOc1cc(CNCc2ccc(C(=O)O)cc2)ccc1OC | -9 | 0.94 | -1 | 1 | 0 | 6 | -11 | -1
COc1ccc(Nc2nc(NCc3ccco3)nc(N/N=C/c3ccccc3)n2)cc1 | 4 | 1 | -2 | 1 | 2 | -4 | 12 | 15
CC(=O)c1ccc(OC(=O)CCc2ccccc2)cc1 | -1 | 1 | 0 | 1 | -4 | -5 | 13 | -3
Cc1cc(C(=O)Nc2cccc(C(=O)O)c2)oc1C | 4 | 0.96 | 6 | 0.94 | 0 | 4 | -4 | -4
COc1cc(C(=O)NCC(=O)N2CC=C(c3ccccc3)CC2)cc(OC)c1OC | -6 | 0.95 | -2 | 1 | -2 | 5 | 13 | -5
CCCCC(c1nnnn1CC1CCCO1)N1CCN(c2ccccc2)CC1 (configuration not stated) | -6 | 1 | -14 | 1.1 | -4 | -4 | -11 | -9
Cc1cccc(C(=O)NC2CC3CCCC(C2)N3S(=O)(=O)c2ccccc2)c1 (configuration not stated) | 4 | 1 | -3 | 1 | -4 | 0 | -3 | -7
CCOC(=O)c1ccc(NC(=O)CSc2nc(=O)n(CCN3CCOCC3)c3c2CCC3)cc1 | 8 | 1.1 | -2 | 1 | 3 | -12 | -9 | -5
COc1ccccc1C(=O)Nc1cccc(N(C)S(C)(=O)=O)c1 | -2 | 1.1 | 6 | 0.94 | 0 | -6 | -6 | -7
OCC1(c2cc(C(F)(F)F)n[nH]2)CCCCC1 | 7 | 0.95 | 6 | 0.94 | 0 | 4 | -9 | -10
Cc1ccc2c(CC(=O)Nc3ccc(F)c(S(=O)(=O)N4CCOCC4)c3)coc2c1 | -2 | 1.2 | -5 | 1 | 8 | -22 | 5 | -6
Cc1cccc(NC(=O)COC(=O)c2cccs2)c1C | -3 | 1 | 6 | 0.94 | -3 | -3 | -1 | -10

Three entries drawn at random from the list so far:
SMILES | HKDC1 inhibitor | mIAP act | hIAP inh | hIAP act | A3A deaminase | mIAP inh | PfGluPho inh | ATG4B inh
Cc1ccc(S(=O)(=O)Nc2nc(-c3ccccc3)cs2)cc1 | 1 | 0.92 | -1 | 1 | -8 | 8 | 13 | 2
CC(=O)c1ccc(OC(=O)CCc2ccccc2)cc1 | -1 | 1 | 0 | 1 | -4 | -5 | 13 | -3
CN(C)CCCN(C(=O)c1ccco1)c1nc2cc3c(cc2s1)OCO3 | -6 | 1 | -13 | 1.1 | -1 | -3 | -13 | 5

(continued)
SMILES | HKDC1 inhibitor | mIAP act | hIAP inh | hIAP act | A3A deaminase | mIAP inh | PfGluPho inh | ATG4B inh
Cc1nc2ccccc2nc1CN1CCN(Cc2ccc(F)c(F)c2)C(CCO)C1 (configuration not stated) | -3 | 1.1 | 2 | 0.98 | 8 | -13 | -4 | 4
Cc1cc(NC(=O)C2CC(=O)N(c3cccc(C)c3C)C2)no1 (configuration not stated) | -2 | 1 | -8 | 1.1 | -4 | -4 | -13 | -1
CCn1c(N2CCN(S(=O)(=O)c3ccccc3)CC2)nc2ccccc21 | -4 | 1 | -6 | 1.1 | -2 | 0 | -10 | 16
Cc1nnc(Sc2cc(C(=O)NC3CC3)c3ccccc3n2)s1 | -3 | 1 | -11 | 1.1 | 9 | -3 | 1 | 27
O=C(CNS(=O)(=O)c1ccc(Cl)c(C(F)(F)F)c1)NC1CCCCC1 | 0 | 1 | -2 | 1 | 0 | -1 | 2 | 9
COc1ccc(OC)c(Nc2c3c(nc4ccccc24)CCC3)c1 | 0 | 0.95 | -6 | 1.1 | -4 | 5 | 16 | 1
COc1ccc(/C=C(\NC(=O)c2ccccc2)C(=O)NCC2CCCO2)cc1 (configuration not stated) | -7 | 0.98 | -1 | 1 | -3 | 2 | -2 | 2
Cc1ccc2oc(C(=O)N(C)Cc3cnccn3)c(C)c2c1 | -4 | 1.1 | 31 | 0.69 | 2 | -9 | -11 | 21
O=C(CSc1ccccn1)Nc1ccc2c(c1)oc1ccccc12 | -7 | 1.2 | 2 | 0.98 | -5 | -22 | 16 | -2
CCOc1ccc2ccccc2c1CNCCN1CCOCC1 | -5 | 1.1 | -10 | 1.1 | 4 | -6 | -21 | 0
O=C(c1c(F)cccc1F)N1CCN(S(=O)(=O)c2ccc3c(c2)OCCO3)CC1 | -1 | 1.1 | 7 | 0.93 | -3 | -10 | -1 | 4
CCN(C(=O)COC(=O)CCCOc1ccccc1)c1c(N)n(Cc2ccccc2)c(=O)[nH]c1=O | 1 | 1.2 | 10 | 0.91 | 4 | -17 | -11 | -1
Cc1sc2ncnc(NC(C)C(=O)O)c2c1C (configuration not stated) | 1 | 0.98 | 9 | 0.91 | 2 | 2 | -23 | 9
COCCN(C(=O)COC(=O)CCC(=O)c1ccc(C)cc1)c1c(N)n(Cc2ccccc2)c(=O)[nH]c1=O | -3 | 1 | -29 | 1.3 | -1 | -2 | -2 | -4
CCOC(=O)C(NC(=O)c1cccc(Cl)c1)(Nc1sc2c(c1C(N)=O)CCC2)C(F)(F)F (configuration not stated) | -13 | 0.85 | -3 | 1 | -3 | 14 | 24 | -14
OCCn1c(-c2ccc3c(c2)OCO3)csc1=Nc1ccccc1 | 3 | 1 | 1 | 0.99 | -1 | 0 | 5 | -7
CCOc1ccc2nc(SCC(=O)N3c4ccccc4Sc4ccccc43)sc2c1 | -8 | 1 | 9 | 0.91 | -5 | -5 | 2 | -4
CCCc1cc(=O)oc2cc(C)cc(OCC(=O)NCCCN3CCOCC3)c12 | -4 | 1.1 | -42 | 1.4 | -5 | -9 | -1 | -5
O=C1CCC(C(=O)N2CCN(c3cnccn3)CC2)CN1CCc1cccc(F)c1 (configuration not stated) | -4 | 1.1 | -42 | 1.4 | -2 | -6 | 2 | -4
C/C=C/C(=O)Nc1nnc(C(C)C)s1 | -6 | 1 | 17 | 0.83 | 0 | 0 | 22 | 11
COc1ccc(S(=O)(=O)N(Cc2ccccc2)c2ccccc2C(=O)Nc2ccccc2C(=O)NCc2ccco2)cc1 | 2 | 1 | -4 | 1 | 4 | -5 | -3 | 0
N#C/C(=C(/O)CSc1nnc(Cc2cccs2)n1C1CCCCC1)c1nc2ccccc2[nH]1 | 2 | 0.87 | 14 | 0.86 | -1 | 13 | 3 | 6
CCCSc1ccc2nc(-c3ccccc3)cn2c1 | -4 | 1 | -15 | 1.1 | -5 | -3 | 23 | 5
CCOc1ccc(CCN2C(=O)CCC2(C)C(=O)NC(C)CC)cc1OCC (configuration not stated) | 12 | 0.97 | 13 | 0.87 | 7 | 3 | -14 | -3
CCOC(=O)CN1C(=O)S/C(=C\c2ccc(-c3cccc(C(=O)O)c3C)o2)C1=O | 4 | 0.93 | -18 | 1.2 | 6 | 7 | 16 | 8

Some of the entries so far, with values ahead of the structure.
HKDC1 inhibitor | mIAP act | hIAP inh | hIAP act | A3A deaminase | mIAP inh | PfGluPho inh | ATG4B inh | Compound
-3 | 1 | -29 | 1.3 | -1 | -2 | -2 | -4 | COCCN(C(=O)COC(=O)CCC(=O)c1ccc(C)cc1)c1c(N)n(Cc2ccccc2)c(=O)[nH]c1=O
-13 | 0.85 | -3 | 1 | -3 | 14 | 24 | -14 | CCOC(=O)C(NC(=O)c1cccc(Cl)c1)(Nc1sc2c(c1C(N)=O)CCC2)C(F)(F)F (configuration not stated)

(continued)
SMILES | HKDC1 inhibitor | mIAP act | hIAP inh | hIAP act | A3A deaminase | mIAP inh | PfGluPho inh | ATG4B inh
CN(C)C(CNS(=O)(=O)c1ccc(Cl)cc1)c1cccnc1 (configuration not stated) | 7 | 1.2 | -24 | 1.2 | -1 | -15 | -9 | -4
CCCCn1c(-c2ccncc2)nc2c1c(=O)[nH]c(=O)n2CC(C)C | 7 | 1 | -1 | 1 | -2 | -2 | 1 | 15
CCC(C)NC(=O)C1CCN(c2nc(OC)nc(OC)n2)CC1 (configuration not stated) | -2 | 1 | -3 | 1 | -2 | -3 | -7 | -5
CN1CCN(S(=O)(=O)c2cccc(C(=O)NCCC3=CCCCC3)c2)CC1 | 1 | 1 | 4 | 0.96 | -3 | -1 | -15 | 0
O=C(NCc1cc(C(F)(F)F)cc(C(F)(F)F)c1)C1CC(c2ccccc2F)=NO1 (configuration not stated) | -2 | 0.92 | 0 | 1 | 2 | 8 | 22 | 1
Cc1nc2ccsc2c(=O)n1-c1cccc(Cl)c1 | -7 | 1 | 6 | 0.94 | 4 | -4 | -6 | 1
COc1ccc(CNC(=O)CC23CC4CC(CC(C4)C2)C3)cc1 | -3 | 1 | -11 | 1.1 | -1 | -1 | 7 | -8
Cc1cc(NC(=O)C2C3C(=O)N(Cc4ccc(Cl)cc4)C(C(=O)NC(C)(C)C)C34C=CC2(C)O4)no1 (configuration not stated) | 1 | 0.97 | -20 | 1.2 | -16 | 3 | -14 | 0
Cc1c(NC(=S)NC(=O)C(C)(C)C)cccc1[N+](=O)[O-] | -8 | 1.1 | -2 | 1 | -3 | -6 | -1 | -5
O=C(COC(=O)CC1CCCCC1)Nc1c(Cl)cccc1Cl | 6 | 1.1 | 6 | 0.94 | -3 | -14 | -6 | 5
CN1C(=O)c2ccc(NC(=O)c3c(C(=O)O)cccc3[N+](=O)[O-])cc2C1=O | -6 | 0.91 | -14 | 1.1 | -3 | 9 | 11 | -4
CCOC(=O)C1(Cc2cccc(OC)c2)CCN(Cc2cccc3c2OCO3)CC1 | 4 | 1 | -9 | 1.1 | 2 | -1 | 6 | 4
CC1CCCCC1NC(=O)/C(C#N)=C/c1ccc2c(c1)OCCO2 (configuration not stated) | -6 | 0.95 | 13 | 0.87 | 2 | 5 | -20 | 4
COC(=O)c1ccccc1-c1ccc(C=O)o1 | 8 | 0.96 | 0 | 1 | -2 | 4 | -3 | 4
CN(CC(=O)Nc1ccccc1Br)C(=O)CCc1nc2ccccc2c(=O)[nH]1 | -4 | 0.98 | 4 | 0.96 | -2 | 2 | 5 | -1

Assay outcomes: PubChem, Sanford-Burnham Center for Chemical Genomics
